Runt-CBFb FRET = Runt domain-CBFb interaction inhibition | Q01196+Q13951 | Cerulean-Runt/Venus-CBFb FRET ratio 530/480, 1 h | inhibition, % at 20 µM | actives 0.46% (n = 220,000);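 active means inhibition over about 50% at 20 µM in the single-dose screen, limit read from the data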;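 further: 0% = DMSO wells and 100% = excess unlabeled CBFb competitor control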
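Doses: 20 µM compound in 1% DMSO | Material: Cerulean-labeled Runt domain protein | Amount: Each fluorescent fusion protein 100 nM | Schedule: Two 1 h room-temperature incubations shielded from light | Measured by: FRET fluorescence | Evaluation: Loss of energy transfer signal | Controls: Unlabeled CBFb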
Hck Nef HTS = inhibitors of human Hck kinase activated by Nef. AID 463187. actives 0.68% (n = 220,000). Recombinant Hck-YEEI plus Nef, Z-Lyte FRET kinase assay. inhibition, % at 20 µM;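 active means Hck-Nef kinase inhibition above about 50%, limit read from the data; inactive means inhibition below that limit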;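 further: 0% = DMSO with Hck plus Nef and 100% = Hck alone without Nef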
Target sequence (P08631 whole entry, looked up): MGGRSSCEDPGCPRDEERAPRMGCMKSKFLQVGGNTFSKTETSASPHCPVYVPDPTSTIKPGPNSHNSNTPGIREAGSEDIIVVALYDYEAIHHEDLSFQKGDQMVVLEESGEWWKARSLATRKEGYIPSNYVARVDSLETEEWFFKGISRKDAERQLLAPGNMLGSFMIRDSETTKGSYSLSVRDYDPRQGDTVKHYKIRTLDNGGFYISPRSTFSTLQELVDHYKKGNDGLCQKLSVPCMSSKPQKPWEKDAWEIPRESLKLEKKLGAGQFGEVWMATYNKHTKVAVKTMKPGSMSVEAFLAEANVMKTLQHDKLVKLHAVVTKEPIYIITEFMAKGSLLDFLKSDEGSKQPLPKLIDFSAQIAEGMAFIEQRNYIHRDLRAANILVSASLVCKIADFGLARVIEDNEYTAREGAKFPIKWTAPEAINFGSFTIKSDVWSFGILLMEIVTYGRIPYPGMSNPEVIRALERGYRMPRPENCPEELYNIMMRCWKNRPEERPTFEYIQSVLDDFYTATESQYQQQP
NPY1 pot ag = potentiators or agonists of human neuropeptide Y receptor Y1 | P25929 | NPY-Y1 expressing cells, potentiator/agonist activation | activation, % at 3.6 µM | actives 0.37% (n = 220,000); in the data active means activation above about 33%, passing the limit was not always enough;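 further: cells stimulated with NPY at EC10 then isoproterenol at EC100; 0% = low agonist plus stimulus and 100% = saturating agonist plus stimulus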
Runt-SMMHC FRET = blocks binding of human RUNX1 Runt domain to CBFb-SMMHC. Cerulean-Runt/Venus-CBFb-SMMHC FRET ratio 530/480, 1 h. inhibition, % at 20 µM. actives 0.74% (n = 220,000);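 active means mean inhibition across duplicate retests at 20 µM reaching about 50%, limit read from the data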;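 further: 0% = DMSO wells and 100% = wells with excess untagged CBFb-SMMHC; inhibitors lower the FRET ratio by blocking Runt binding to CBFb-SMMHC; some results filed as inactive read as strong as hits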
RBBP9 inhibitor = human RBBP9 hydrolase inhibition | recombinant RBBP9, FP-Rh probe fluorescence polarization | inhibition, % at 7.94 µM | actives 0.2% (n = 220,000);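 active means inhibition above the campaign mean of all tested compounds plus 3 SD, cut at about 14% in these data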;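 further: plate controls were DMSO wells with RBBP9 for no effect and wells lacking RBBP9 protein for full effect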
Target sequence (O75884 whole entry, looked up): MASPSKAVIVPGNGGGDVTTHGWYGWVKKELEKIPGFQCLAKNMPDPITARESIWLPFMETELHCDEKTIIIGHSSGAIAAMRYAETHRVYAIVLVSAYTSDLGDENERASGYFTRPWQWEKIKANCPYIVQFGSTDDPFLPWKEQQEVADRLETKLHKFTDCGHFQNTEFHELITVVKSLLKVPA
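Assay system: recombinant human RBBP9; Reagent: Serine-hydrolase probe FP-Rh, 375 nM pre-mixing; Doses: 7.94 µM single dose, 0.794% DMSO; Incubation: 30 min then 45 min, 25 °C; Detection: fluorescence polarization (mP), excitation 525 nm, emission 598 nm; Evaluation: percent inhibition from mP, scaled between DMSO and no-protein wells.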
NPY2 pot ag = potentiates or activates human NPY-Y2 receptor | P49146 | cells expressing NPY-Y2, potentiator/agonist read-out | activation, % at 3.6 µM | actives 0.45% (n = 220,000); in the data active means activation above about 27%;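 further: cells stimulated with NPY near EC25 plus isoproterenol at EC100; 0% = vehicle plus submaximal agonist and 100% = vehicle plus saturating agonist; some results beyond the cut were filed as inactive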
NPY-Y1 antag = blocks the human neuropeptide Y Y1 receptor; HEK293-CNG Y1 cells, membrane potential fluorescence; NPY at EC95, then isoproterenol; inhibition, % at 3.6 µM; AID 1040; actives 1% (n = 200,000); P25929;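 active means inhibition above the campaign mean inhibition of all tested compounds plus 3 SD, cut at about 20% in these data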;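 further: 0% = DMSO wells given NPY plus isoproterenol and 100% = isoproterenol alone without NPY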
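Material: HEK293 Y1/CNG channel cell line | Also added: NPY (25 nM), isoproterenol (1 µM), Ro 20-1724 (25 µM) | Compound: One concentration, 3.6 µM, in 0.4% DMSO | Schedule: 3 h dye uptake, 1 h room-temperature compound, 45 min post-isoproterenol | Signal: Membrane-potential fluorescent dye readout | Read-out: % inhibition of NPY effect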
Mdm2 ligase inh = blocks human Mdm2 ubiquitin ligase activity | actives 0.11% (n = 210,000) | signal enhancement, % at 5 µM | cell-based MDM2 ubiquitination luciferase reporter, 2 h; 0 = plate control, 100 = twice control, blank-subtracted | Q00987;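 active means signal enhancement of 30% or more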;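 further: luminescence tracks abundance of the self-degrading MDM2-luciferase fusion protein; higher signal means inhibition of MDM2 E3 ligase activity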
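system = mammalian cells stably expressing self-ubiquitinating, self-degrading MDM2 E3–luciferase fusion | quantity = 2000 cells per well seeded | incubation = 4 h cell settling then 2 h compound exposure, 37 °C | signal = SteadyLite luminescence, 15 min reagent step | benchmarks = plate control and blank wells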
p97 inhibitor = inhibitors of human p97 ATPase. inhibition, % at 8 µM. actives 0.42% (n = 220,000). P55072. recombinant p97 ATPase, Kinase-Glo ATP luminescence, 3 h. AID 1481; in the data active means inhibition above about 15%;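 further: 0% = DMSO vehicle and 100% = wells lacking enzyme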
* marks the source's active call; other numbers are inactive results; nt = not tested or not shown.

SMILES	Runt-CBFb FRET	Hck Nef HTS	NPY1 pot ag	Runt-SMMHC FRET	RBBP9 inhibitor	NPY2 pot ag	NPY-Y1 antag	Mdm2 ligase inh	p97 inhibitor
COC(=O)c1c(C(=O)OC)c(-c2ccc(Cl)c(Cl)c2)n2c1CCC2	-5	1	-2	1	-4	-5	1	-11	0
COc1ccc(CCNC(=O)CSCc2ccc(C)cc2)cc1OC	nt	1	18	nt	-2	-24	5	nt	6
CCCCc1ccc(-c2csc(/C(C#N)=C/c3ccco3)n2)cc1	2	4	-20	-17	-4	-9	1	-7	8
Cc1nnc(Oc2ccccc2)c2ccccc12	-1	3	-1	-1	1	1	3	-9	4
CCn1c(=O)c(-[n+]2ccccc2)c(O)c2ccccc21	30	1	-8	20	-2	-7	5	-7	4
N#CC(C#N)=Cc1cc2ccccc2nc1N1CCOCC1	2	1	4	4	-8	-5	-4	-16	-7
O=S(=O)(c1ccc(NC(=S)N/N=C/c2cccc(Oc3ccccc3)c2)cc1)N1CCOCC1	2	-2	-10	-2	-5	-3	-2	-21	0
C=CCN=C1CC(C)(C)CC(=O)/C1=C(/O)CCC(=O)OC	1	-2	0	-3	-2	-8	-5	-12	-6
CCc1ccc(N2C(=O)CC(N3CCN(c4ccccn4)CC3)C2=O)cc1 (stereo unspecified)	-124	18	8	0	-11	-6	nt	-14	2
CCS(=O)(=O)N1CCCC(C(=O)NC2CCCC2)C1 (stereo unspecified)	-2	1	-1	-4	-10	3	-4	-2	1
CCNc1oc(-c2cccc3ccccc23)nc1C#N	-6	25	-28	-21	-8	2	-1	-12	4
CSc1ccc(C2(O)Cc3cccc[n+]3C2c2ccccc2)cc1 (stereo unspecified)	0	22	0	0	-2	11	nt	1	4
NC(=O)Cn1c(=O)n(CCCC(=O)NC2CCN(Cc3ccccc3)CC2)c(=O)c2ccccc21	0	-2	5	2	-8	-5	1	-10	2
O=C(CSc1nnc(-c2ccccc2)n1Cc1ccco1)Nc1ccc(S(=O)(=O)N2CCCC2)cc1	4	2	13	-3	-5	-2	-2	-10	-1
O=C(O)/C=C/c1cccc(NC(=O)c2ccccc2)c1	-1	-3	-18	-3	-4	-38	nt	-12	-16
COc1cc(C(C[N+](=O)[O-])c2c(-c3ccccc3)cc3ccccn23)cc(OC)c1OC (stereo unspecified)	2	4	-4	-2	0	-8	0	nt	-1
COc1ccc(/C=C2\SC(=S)N(NC(=O)c3ccncc3)C2=O)cc1OC	-16	-6	-3	-70	2	-22	4	-4	0
CCOc1cc(/C=N/NC(N)=O)cc(Br)c1OCC(=O)Nc1ccccc1C	0	2	-42	2	-4	-29	18	-4	-5
Cc1cnc(SCc2cnc(C)nc2N)nc1	2	22	1	0	-8	3	6	3	1
COc1ccc(C(=O)O)cc1Nc1cc(C)nc2ncnn12	1	14	-18	1	-7	6	1	-6	2
O=[N+]([O-])c1ccc(N2CCCC2)cc1NC(c1ccccc1)c1ccccc1	-2	0	-11	-1	-7	2	1	-2	2
O=C(Nc1nccs1)C1C2/C=C\CCCCC21 (stereo unspecified)	0	6	-21	3	-5	-7	-1	-4	-3
O=C(c1ccc2c3n(nc2c1)-c1ccccc1CO3)N1CCOCC1	0	31	nt	2	nt	nt	nt	16	nt
COc1cccc(C2(O)CCN(C(=O)C3CC3)CC2)c1	0	1	-10	-11	-7	0	-2	3	0

Taken from above.
p97 inhibitor, O=C(Nc1nccs1)C1C2/C=C\CCCCC21 (stereo unspecified) → -3
NPY-Y1 antag, COc1ccc(C(=O)O)cc1Nc1cc(C)nc2ncnn12 → 1
Hck Nef HTS, O=C(CSc1nnc(-c2ccccc2)n1Cc1ccco1)Nc1ccc(S(=O)(=O)N2CCCC2)cc1 → 2
Hck Nef HTS, O=C(c1ccc2c3n(nc2c1)-c1ccccc1CO3)N1CCOCC1 → 31
Mdm2 ligase inh, O=[N+]([O-])c1ccc(N2CCCC2)cc1NC(c1ccccc1)c1ccccc1 → -2
NPY2 pot ag, COc1cc(C(C[N+](=O)[O-])c2c(-c3ccccc3)cc3ccccn23)cc(OC)c1OC (stereo unspecified) → -8

(continued)
SMILES	Runt-CBFb FRET	Hck Nef HTS	NPY1 pot ag	Runt-SMMHC FRET	RBBP9 inhibitor	NPY2 pot ag	NPY-Y1 antag	Mdm2 ligase inh	p97 inhibitor
O=C(CSc1nc2ccccc2s1)NNC(=O)Nc1ccc(Cl)c(Cl)c1	2	0	-20	1	-11	-21	7	-12	2
CC(O)CC(C(=O)NNc1ccccc1)C(=O)NNc1ccccc1 (stereo unspecified)	-1	-10	8	-2	-3	3	2	-11	-2
Cc1cc(C)n(/C(=C\N(C)C)C(=O)c2ccc(Cl)cc2)n1	1	19	8	0	-3	-2	-1	-9	-1
C=CCN1C(=O)N/C(=C/c2ccccc2OCC(=O)Nc2ccc(F)cc2)C1=O	-4	4	6	3	-3	7	10	2	1
CCCCc1[nH]c(=O)c(C#N)c2c1CCCC2	0	-4	-41	-4	-5	-28	4	-7	-9
C=C(C)C1CC=C(C)/C(=N/Nc2ccccc2[N+](=O)[O-])C1 (stereo unspecified)	-5	1	-2	-5	-1	-10	0	nt	3
CC(c1ccon1)N(C)Cc1cn(Cc2ccccc2)nc1-c1ccc2c(c1)OCO2 (stereo unspecified)	0	-6	-10	-14	5	-10	9	-23	0
COc1ccc(CN(C(=O)c2cc3ccccc3oc2=O)C2CCCCC2)cc1OC	1	4	-8	-1	-1	-10	0	nt	-6
O=C(CN1CCN(S(=O)(=O)c2ccc(F)cc2)CC1)Nc1ccc(Cl)c(C(F)(F)F)c1	-3	0	2	-1	-9	2	-5	2	0
CCOC(=O)c1c(CC(C)C)csc1N	0	2	7	-3	-2	10	6	-9	2
Cn1cnnc1SCC(=O)NNC(=O)COc1ccc(Br)cc1	-1	18	-5	-2	-5	-15	10	-11	1
CC(=O)OCC1(C)CN(c2ccccc2)N(C(C)=O)C1=O (stereo unspecified)	2	20	1	4	-1	3	3	-7	-3
O=C(O)CC(C(=O)O)N1C(=O)/C(=C/c2ccc(-c3nc4ccccc4s3)o2)SC1=S (stereo unspecified)	24	20	1	-2	-1	5	-3	-1	1
COc1ccc(C(=O)N(c2ccccn2)C2CCCCC2)c(OC)c1	1	-2	-11	-5	-4	-6	-3	-13	1
Clc1ccc(CSc2nnc(-c3sccc3-n3cccc3)o2)cc1	-4	0	-8	-4	-11	-26	9	-2	-2
COc1ccc(-c2nc3n(n2)C(=O)CC(c2ccco2)S3)cc1 (stereo unspecified)	6	6	20	0	0	6	-1	-4	3
COCCNCC(=O)NCC12CC3CC(CC(C3)C1)C2	1	5	-4	3	-1	-7	3	-17	4
COc1ccccc1-n1c(SCc2cc(=O)oc3cc(O)ccc23)nc2ccccc2c1=O	34	34	-2	70*	-15	15	4	6	9
COc1ccccc1NC1=CC(=O)CC(c2ccccc2)C1 (stereo unspecified)	2	3	-12	6	-2	-12	4	-3	0
O=C(CSc1nc2cc(Cl)ccc2o1)c1cccs1	-2	-2	-20	-4	1	-15	6	-6	4
CCOC(=O)N1CCN(CC(O)c2ccc3cc[nH]c3c2)CC1 (stereo unspecified)	3	2	-4	-2	-6	2	3	-15	-8
NS(=O)(=O)c1cccnc1Nc1cccc(Cl)c1Cl	1	1	9	-2	-5	0	-9	2	1
O=C1C2CCCN2C(c2cccc(Br)c2)N1c1ccc(F)cc1 (stereo unspecified)	4	0	-4	0	-8	-18	0	-19	-3
O=C1OCCC1Sc1nnc(-c2ccco2)n1-c1ccccc1 (stereo unspecified)	1	18	-10	1	3	3	3	-8	4
CCOC(=O)c1c(N)n(C2CC(C)(C)NC(C)(C)C2)c2nc3ccccc3nc12	50	30	8	94*	-5	7	-1	-13	-5

Single records (already shown). Order of screens: Runt-CBFb FRET | Hck Nef HTS | NPY1 pot ag | Runt-SMMHC FRET | RBBP9 inhibitor | NPY2 pot ag | NPY-Y1 antag | Mdm2 ligase inh | p97 inhibitor
O=C(O)CC(C(=O)O)N1C(=O)/C(=C/c2ccc(-c3nc4ccccc4s3)o2)SC1=S (stereo unspecified) is entered as 24 | 20 | 1 | -2 | -1 | 5 | -3 | -1 | 1
COc1ccc(C(=O)N(c2ccccn2)C2CCCCC2)c(OC)c1 is entered as 1 | -2 | -11 | -5 | -4 | -6 | -3 | -13 | 1
CCOC(=O)N1CCN(CC(O)c2ccc3cc[nH]c3c2)CC1 (stereo unspecified) is entered as 3 | 2 | -4 | -2 | -6 | 2 | 3 | -15 | -8
CCOC(=O)c1c(N)n(C2CC(C)(C)NC(C)(C)C2)c2nc3ccccc3nc12 is entered as 50 | 30 | 8 | 94* | -5 | 7 | -1 | -13 | -5

Screening data from PubChem BioAssay.
